RAD52 inh – inhibitors of human RAD52 DNA annealing | inhibition, % at 18.7 µM | P43351 | actives 0.46% (n = 360,000) | recombinant RAD52 DNA annealing, FRET fluorescence;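 active means every replicate showing at least 50% inhibition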
miR-122 sensor – inhibitors of miR-122 in Huh7 cells | Huh7 miR-122 Renilla luciferase sensor, 48 h; neutral wells = 0, positive control = 100 | actives 0.3% (n = 340,000) | activation (reporter increase), % at 12.5 µM;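 active means mean replicate activation score at least 90 and every replicate individually at or above 90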;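 further: higher luciferase means less miR-122 activity so hits act as miR-122 inhibitors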
RAD54 inh – RAD54 (human) branch migration inhibition. RAD54 Holliday junction branch migration, FAM/BHQ fluorescence. inhibition, % at 10.4 µM. actives 0.14% (n = 360,000);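 active means mean normalized replicate activity at least 40 and at least half of replicates scoring 40 or more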;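 further: 0% = median of neutral control wells and 100% = median of positive control wells; inhibitors cause a drop in the FAM fluorescence signal; in these data hits start at about 50%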
Target sequence (Q92698 whole entry, looked up): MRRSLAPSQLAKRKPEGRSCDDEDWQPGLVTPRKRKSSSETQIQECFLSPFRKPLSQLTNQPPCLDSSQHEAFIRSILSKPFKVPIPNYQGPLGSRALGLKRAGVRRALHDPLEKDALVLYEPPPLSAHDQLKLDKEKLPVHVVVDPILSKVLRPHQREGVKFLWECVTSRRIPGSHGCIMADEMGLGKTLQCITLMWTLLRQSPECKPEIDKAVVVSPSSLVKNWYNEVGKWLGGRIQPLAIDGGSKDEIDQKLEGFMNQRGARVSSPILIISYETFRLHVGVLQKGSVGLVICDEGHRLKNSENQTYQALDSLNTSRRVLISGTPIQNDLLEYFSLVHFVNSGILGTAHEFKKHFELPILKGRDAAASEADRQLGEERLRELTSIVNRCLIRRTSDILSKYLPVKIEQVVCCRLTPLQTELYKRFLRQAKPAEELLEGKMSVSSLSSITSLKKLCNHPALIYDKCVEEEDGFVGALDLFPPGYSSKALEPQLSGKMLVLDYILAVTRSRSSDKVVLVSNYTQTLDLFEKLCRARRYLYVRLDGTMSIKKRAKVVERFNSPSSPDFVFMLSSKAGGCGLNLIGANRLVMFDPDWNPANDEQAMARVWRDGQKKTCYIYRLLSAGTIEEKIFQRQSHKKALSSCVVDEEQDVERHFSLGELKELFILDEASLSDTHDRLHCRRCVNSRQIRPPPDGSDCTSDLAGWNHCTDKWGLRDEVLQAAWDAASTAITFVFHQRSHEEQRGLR
PglD inh – inhibitors of Campylobacter jejuni PglD acetyltransferase | purified PglD enzyme, DTNB colorimetric CoA detection | actives 0.098% (n = 360,000) | AID 602405 | inhibition, % at 12.5 µM; in the data active means inhibition above about 16%, passing the limit was not always enough; further: strong numbers were not always called active
E-sel inducer – induces E-selectin expression in human endothelial cells. P16581. HUVEC E-selectin immunofluorescence imaging; normalized: neutral wells 0, TNF-alpha wells 100. activation, % at 7.58 µM. actives 0.37% (n = 260,000). AID 686992;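 active means mean E-selectin-positive cell signal at least 10% of the positive control, reached in at least 60% of replicates, without over 20% cell loss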;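 further: in these data hits start at about 27%; measured in HUVEC primary endothelial cells; signal is the percent of cells scored E-selectin positive by PE staining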
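System: HUVEC, human umbilical vein endothelial cells; quantity: 3,000 cells/well; buffer or medium: EGM-2 medium, gelatin-coated wells; dosing: single-point compound dose; detection: immunofluorescence imaging; evaluation: % PE-positive cells; benchmarks: TNF-alpha, DMSO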
Cneo AK release – Cryptococcus neoformans lysis via adenylate kinase release; C. neoformans lysis, adenylate kinase release luminescence, 4 h; normalised: neutral wells 0, clomiphene wells 100; lysis activity, % at 15 µM; actives 0.2% (n = 360,000);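 active means mean lysis activity across replicates of at least 80%, whatever share of replicates individually reach that level; inactive means mean lysis activity below 80%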
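Assay system: Cryptococcus neoformans yeast cells / Dosing: single-point compound dose / Timing: 4 h at 37 °C static, read 1 h later / Measured by: luminescence of released adenylate kinase using an AK detection reagent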
PGC1a acetyl inh – modulators of PGC1a acetylation | inhibition, % at 15.6 µM | U2OS PGC1a acetylation, AlphaScreen anti-acetyl-lysine; with virally co-expressed GCN5 acetyltransferase | actives 0.17% (n = 350,000);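 active means every replicate shows inhibition of at least 40%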;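 further: 0% = neutral control wells and 100% = positive control wells; some results beyond the cut were filed as inactive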
ERAP1 HTS inh – inhibitors of human ERAP1 aminopeptidase | inhibition, % at 10.7 µM | actives 0.15% (n = 340,000) | Q9NZ08 | recombinant ERAP1, Leu-AMC fluorescence, 60 min | AID 652197;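 active means mean replicate inhibition of at least 30%, or all replicates individually reaching that 30% level; inactive means mean below 30% and not every replicate reaching it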;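 further: 0% = neutral control wells and 100% = L-leucinethiol positive control wells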
Numbers without * were called inactive; i = inactive; / = not tested or not shown; & = joins results of further samples; [ ] = remark or other dose.

SMILES | RAD52 inh | miR-122 sensor | RAD54 inh | PglD inh | E-sel inducer | Cneo AK release | PGC1a acetyl inh | ERAP1 HTS inh
O=c1cc(-c2ccc(O)cc2)oc2ccc(O)cc12 | -6.2 | -1.0 | / | / | -0.2 | / | -10.2 | /
C[C@@H]1CCCCO[C@@H](CN(C)S(=O)(=O)c2ccc(Cl)cc2)[C@@H](C)CN([C@@H](C)CO)C(=O)c2cc(NC(=O)c3ccccc3)ccc2O1 | -22.3 | -4.2[16.7 µM] | -1.7 | 0.9 | 0.9 | 0.1 | -7.4 | 1.3
COc1ccc(C(=O)NC(C(=O)NCC(=O)Nc2c(C)cccc2C)C(C)C)cc1 (configuration not stated) | -1.2 | 0.3 | / | / | / | / | -0.4 | 5.1
O=C(COC(=O)c1cc([N+](=O)[O-])ccc1N1CCOCC1)NCc1ccc(F)cc1 | -13.4 | 2.2 | 8.0 | 0.1 | 0.2 | -0.2 | / | 4.8
C/C=C/c1cnc2c(c1)C(=O)N([C@H](C)CO)C[C@H](C)[C@H](CN(C)S(=O)(=O)c1ccccc1)O2 | 10.9 | 7.8[16.7 µM] | 5.1 | 0.8 | -0.1 | -4.2 | -5.4 | -0.3
CC(C)n1cc(/C(N)=N/O)c(=O)n(Cc2ccccc2)c1=O | -6.8 | 7.5 | 5.4 | 4.7 | 2.6 | 0.7 | -6.1 | 3.3
COCC#Cc1ccc2c(c1)O[C@@H](CN(C)S(=O)(=O)c1ccc(C)cc1)[C@H](C)CN([C@H](C)CO)S2(=O)=O | -2.5 | 5.3[16.7 µM] | -3.5 | -0.7 | 0.9 | -6.8 | 10.1 | -0.8
CCOC(=O)/N=C(/NC(=O)Nc1ccc(C(=O)OCC)cc1)OC | / | -1.9 | 10.1 | 7.4 | / | -0.7 | -4.0 | /
CC(=O)c1cccc(NC(=O)c2cccc3ccccc23)c1 | -23.0 | 2.4 | 9.5 | -1.6 | / | -0.1 | 3.0 | 0.2
NC(=O)C1CCCCc2c1[nH]c1ccc(Cl)cc21 (configuration not stated) | -10.3 | 14.0 | -1.2 | 4.1 | -0.1 | 5.9 | i | 3.1
COc1ccc2c(c1)c1ncn(CCN3CCCCC3)c(=O)c1n2C | / | 1.6 | 52.0* | -7.2 | / | -1.6 | 3.7 | /
CCC(=O)Nc1ccc2c(c1)C(=O)N(C)C[C@H](OC)[C@H](C)CN(CC1CC1)[C@@H](C)CO2 | 2.8 | / | 8.9 | -2.3 | -0.1 | 7.6 | 7.1 | -0.8
COc1ccc(NC(=O)CSc2nccn2Cc2ccco2)c(OC)c1 | -6.2 | -3.9 | -8.3 | -2.4 | 0.6 | -2.3 | / | 1.9
Cc1ccccc1CC1(CO)CCCN(C(=O)c2cc(Cl)ccc2F)C1 (configuration not stated) | -4.5 | / | / | / | 0.5 | / | -4.0 | 1.5
CCCNC(=O)Nc1ccc2c(c1)OC[C@H](C)N(C(=O)c1ccccc1F)C[C@H](C)[C@H](OC)CN(C)C2=O | -9.2 | / | 1.7 | -3.9 | 0.2 | 50.8 | -7.4 | -2.7
CN(C)C(CNC(=O)CCNC(=O)c1ccc(Cl)cc1)c1ccco1 (configuration not stated) | -6.8 | 10.6 | -2.7 | -4.6 | / | -0.4 | 15.9 | -0.9
COc1ccc(C(=O)NNC(=O)c2cc3cc(OC)ccc3oc2=O)cc1 | 1.9 | -6.3 | -0.7 | 6.0 | -0.1 | -4.8 | 0.3 | 1.0
Cc1ccc(S(=O)(=O)NC(C)C(c2cccs2)N2CCOCC2)cc1 (configuration not stated) | -2.8 | 2.8 | -4.9 | -2.0 | -2.3 | -0.3 | 3.6 | 7.7
Cc1onc(-c2ccccc2Cl)c1C(=O)N1CCCCC1 | -6.8 | 4.5 | / | / | 0.1 | / | 5.0 | 1.8
Cc1cccc(-c2noc(C(C)NC(=O)c3ccco3)n2)c1 (configuration not stated) | -0.5 | -7.7 | -2.4 | 0.0 | 0.0 | 0.3 | -13.1 | 2.2
CC1CCCC(NC(=O)CSc2nncs2)C1C (configuration not stated) | -18.0 | -4.8 | -5.9 | -4.6 | / | -0.2 | -4.4 | 4.0
COc1ccc(S(=O)(=O)Nc2ccc3c(c2)CC(=O)N([C@H](C)CO)C[C@H](C)[C@H](CN(C)S(=O)(=O)c2ccc(Cl)cc2)O3)cc1 | 10.0 | 8.2[16.7 µM] | 6.8 | 2.4 | -0.2 | 5.5 | 10.7 | 0.1
C[C@@H]1CN([C@@H](C)CO)S(=O)(=O)c2ccc(-c3cccc(C#N)c3)cc2O[C@@H]1CN(C)C(=O)Nc1ccccc1F | 8.0 | 35.0[16.7 µM] | 7.1 | 2.4 | 0.0 | -1.7 | 8.2 | 0.9
CC(C)Cc1nnc(NC(=O)CN2C(=O)C3CCCCC3C2=O)s1 (configuration not stated) | -10.3 | -7.7 | 1.8 | -7.1 | -0.2 | -0.1 | -2.2 | 6.6
CSCCNC(=O)c1ccc(C(C)(C)C)cc1 | / | -1.3 | -2.7 | -1.6 | / | -4.6 | 0.5 | /

Reprinted at random: 2 entries already listed, in no set order.
SMILES | RAD52 inh | miR-122 sensor | RAD54 inh | PglD inh | E-sel inducer | Cneo AK release | PGC1a acetyl inh | ERAP1 HTS inh
COc1ccc2c(c1)c1ncn(CCN3CCCCC3)c(=O)c1n2C | / | 1.6 | 52.0* | -7.2 | / | -1.6 | 3.7 | /
C[C@@H]1CCCCO[C@@H](CN(C)S(=O)(=O)c2ccc(Cl)cc2)[C@@H](C)CN([C@@H](C)CO)C(=O)c2cc(NC(=O)c3ccccc3)ccc2O1 | -22.3 | -4.2[16.7 µM] | -1.7 | 0.9 | 0.9 | 0.1 | -7.4 | 1.3

Look-ups from the list:
`CSCCNC(=O)c1ccc(C(C)(C)C)cc1` @ PGC1a acetyl inh: 0.5
`CC1CCCC(NC(=O)CSc2nncs2)C1C` (configuration not stated) @ ERAP1 HTS inh: 4.0
`CC(C)Cc1nnc(NC(=O)CN2C(=O)C3CCCCC3C2=O)s1` (configuration not stated) @ E-sel inducer: -0.2
`NC(=O)C1CCCCc2c1[nH]c1ccc(Cl)cc21` (configuration not stated) @ PglD inh: 4.1
`Cc1cccc(-c2noc(C(C)NC(=O)c3ccco3)n2)c1` (configuration not stated) @ ERAP1 HTS inh: 2.2

(list continues)
SMILES | RAD52 inh | miR-122 sensor | RAD54 inh | PglD inh | E-sel inducer | Cneo AK release | PGC1a acetyl inh | ERAP1 HTS inh
O=C(Nc1cccc(Oc2ccccc2)c1)C1Cc2c(-c3cccc(F)c3)ccnc2O1 (configuration not stated) | -15.1 | -4.6 | -4.3 | -2.1 | 0.0 | 1.9 | -1.8 | -0.4
CNC(=S)NNC(=O)COc1cccc(C)c1C | -4.0 | / | 11.4 | 2.4 | / | 19.3 | / | 3.7
CCC(=O)N1C[C@H](C)[C@H](OC)CN(C)C(=O)c2ccc(NC(=O)COC)cc2OC[C@@H]1C | -5.7 | 9.4[16.7 µM] | 0.9 | 1.5 | 2.8 | 1.4 | -0.3 | 3.0
O=C(O)CCC(=O)Nc1ccccc1C(=O)NC1CCCCC1 | / | -0.9 | -13.4 | 1.0 | / | -1.4 | -3.0 | /
CCn1c(SCC(=O)NCCc2ccccc2)nc2c(c1=O)SC(C)C2 (configuration not stated) | -15.3 | -3.1 | 3.9 | 4.8 | -0.1 | -2.5 | 8.5 | 2.1
CCOC(Cn1cc(C)c(=O)[nH]c1=O)OCC | -8.3 | -2.5 | -3.9 | -1.3 | -0.7 | -0.9 | -3.6 | -1.0
CCCC(OC(=O)CN1C(=O)COc2ccccc21)C(=O)NC1CCCC1 (configuration not stated) | -18.0 | 0.8 | -0.9 | 3.2 | / | -1.3 | 1.4 | 3.2
COc1cc(S(=O)(=O)N(C)C)ccc1F | / | -0.9 | 4.2 | -3.6 | / | 2.2 | 1.9 | /
C[C@@H]1CN([C@H](C)CO)C(=O)c2cc(NC(=O)Nc3ccccc3)ccc2O[C@@H]1CN(C)Cc1ccc(-c2ccccc2)cc1 | -21.5 | 3.1[16.7 µM] | -7.3 | 1.6 | -0.2 | 0.8 | 9.7 | -0.5
CC(=O)c1ccc(N2CCN(C(=O)c3ccc(OCc4c(C)noc4C)cc3)CC2)cc1 | / | 0.6 | -25.3 | -3.5 | / | -2.3 | -0.2 | /
CCOc1ccc(NC(=S)Nc2cc(-c3ccccc3)[nH]n2)cc1 | / | -2.4 | -4.0 | 0.8 | / | 35.1 | 0.5 | /
CNC[C@@H]1Oc2c(NC(=O)Nc3ccc(OC)cc3)cccc2C(=O)N([C@H](C)CO)C[C@H]1C | -3.6 | 4.4[16.7 µM] | -5.0 | 2.8 | -0.1 | -2.3 | 10.3 | -0.9
C[C@H](CO)N1C[C@H](C)[C@H](CN(C)C(=O)NC2CCCCC2)OCCCC[C@H](C)Oc2ccc(NC(=O)Nc3ccc(C(F)(F)F)cc3)cc2C1=O | -19.3 | -8.0[16.7 µM] | 0.6 | 6.8 | 0.1 | -0.4 | 1.3 | -2.6
O=C(CS(=O)(=O)Cc1ccccc1)Nc1ncccn1 | / | -3.8 | 0.7 | -0.8 | / | 3.4 | 6.8 | /
N#Cc1c(NC(=O)C2CC(c3ccccc3Cl)=NO2)sc2c1CCC2 (configuration not stated) | -27.2 | / | -10.8 | 5.0 | / | -0.4 | -5.5 | -0.8
C[C@@H]1CCCCO[C@@H](CN(C)C(=O)NC2CCCCC2)[C@@H](C)CN([C@@H](C)CO)C(=O)c2cc(NC(=O)Nc3ccc(C(F)(F)F)cc3)ccc2O1 | -18.8 | -4.0[16.7 µM] | 2.4 | 9.2 | 0.6 | 5.9 | 1.0 | -4.0
CNC[C@H]1Oc2ncc(C#CC3CCCC3)cc2C(=O)N([C@@H](C)CO)C[C@H]1C | 38.0 | -21.2[16.7 µM] | 11.8 | 2.3 | -0.1 | -0.5 | 9.4 | -8.5
CCN(C(=O)COn1nnc2ccc(S(=O)(=O)N(C)C)cc21)C1CCS(=O)(=O)C1 (configuration not stated) | -11.3 | 4.1 | 4.0 | 2.0 | / | -0.3 | 2.1 | 5.0
COc1cccc(C2C3=C(CC(C)(C)CC3=O)Nc3n[nH]c(C)c32)c1 (configuration not stated) | -4.3 | -6.0 | / | / | / | / | -29.2 | -4.2
C=CCn1c(SCC(=O)Nc2ccc(-c3nc4ccc(C)cc4s3)cc2)nnc1-c1ccncc1 | -15.0 | 3.5 | -8.9 | -7.4 | 0.1 | -3.5 | / | -0.8
CN1C=CC(=CC=C2C=CC(=O)C=C2)C=C1 | -24.0 | / | -21.7 | 0.1 | / | -1.4 | / | 12.2
O=C(CNC(=O)Cn1ccc2ccccc2c1=O)NCCCN1CCN(c2cccc(Cl)c2)CC1 | / | -7.7 | 9.0 | 2.0 | / | -0.3 | -5.2 | /
Cc1onc(-c2ccccc2)c1C(=O)N(C)CCc1ccccn1 | -16.2 | 6.0 | -15.5 | 0.6 | / | 1.4 | 3.4 | 2.1
CC(NC(=O)CCCCCN1C(=O)c2ccccc2C1=O)c1ccc2c(c1)CCCC2 (configuration not stated) | 0.2 | 2.6 | -3.0 | -3.1 | / | 1.1 | -1.4 | -4.1
O=Cc1c[nH]c2cccc(OCc3ccccc3)c12 | -12.6 | / | 10.0 | -1.1 | 1.4 | -1.9 | / | -2.0
C[C@@H]1CCCCO[C@@H](CN(C)C(=O)Nc2ccc3c(c2)OCO3)[C@@H](C)CN([C@H](C)CO)C(=O)c2cc(N(C)C)ccc2O1 | -3.1&5.6&-9.3 | -8.7 | 5.1&0.9&2.0 | -6.5&4.2&-7.4 | -0.1&-0.1 | 1.7&-1.4&1.3 | 9.0&5.4&11.3 | -0.4&-1.4&2.3
COc1cccc(-c2ccc3c(c2)[C@H]2[C@H](CCN2C(=O)c2ccc(F)cc2)[C@H](CO)N3)c1 | -23.0 | -6.5[16.7 µM] | -2.9 | -4.4 | -0.3 | -2.3 | 0.8 | 1.1

Bioassay records deposited in PubChem BioAssay by Broad Institute.
